Assay outcomes deposited in PubChem by several laboratories.
SKKanGAS inh: SKKanGAS growth inhibition; AID 1662; hit rate 1.3% among 300,000; S. pyogenes SKKanGAS, kanamycin growth, BacTiter-Glo, 6 h; inhibition, % at 7.5 µM;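 active = mean replicate score, as percent of positive control median, at least 50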;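 note: strain carries kanamycin resistance gene driven by streptokinase promoter and grows in 40 µg/ml kanamycin; loss of luminescence reflects streptokinase promoter inhibition or plain growth inhibition; 0% = median of DMSO wells and 100% = positive control at its reference dose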
TRPC6 activator: activates the mouse TRPC6 cation channel; AID 2550; B-score at 10 µM; hit rate 0.13% among 310,000; Q61143; HEK293-TRPC6 membrane potential dye fluorescence; stronger effect = higher value;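 active = B-score of the integrated fluorescence ratio above library mean plus 3 SD, and starting fluorescence ratio within library mean plus 5 SD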;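 note: higher score means more depolarization so channel activation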
TRPC6 inhibitor: mouse TRPC6 channel inhibition | Q61143 | HEK293-TRPC6, membrane potential dye, ACh-evoked depolarization; stronger effect = lower value | B-score at 10 µM | hit rate 1.1% among 310,000 | AID 2553;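 active = B-score under library mean minus 3 SD, initial fluorescence not abnormally high, positive integrated signal ratio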;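 note: B-score derived from integrated fluorescence ratio over the kinetic read; more negative B-score means stronger inhibition of depolarization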
IEC-6 tox: IEC-6 cytotoxicity, counter-screen for KLF5 inhibitors | luminescence viability | inhibition, % at 5 µM | hit rate 0.78% among 290,000 | AID 1825; in the data active = inhibition above about 22%;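 note: 0% = plate median of test compound wells and 100% = cytotoxic reference compound wells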
MrgX1 antagonist: antagonists of human MrgX1 receptor | MRGX1-HEK293 calcium flux, Fluo-4, BAM8-22 antagonism; stronger effect = lower value | B-score at 10 µM | hit rate 1.3% among 310,000;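 active = calcium-response B-score plate-corrected more than 3 library SD below zero, starting fluorescence within 5 deviations, no agonist response on first addition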;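 note: peak minus trough fluorescence over baseline after final BAM8-22 challenge near maximal dose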
aSyn 5UTR inh: 5' untranslated region of α-synuclein, MLPCN primary screen; alpha-synuclein 5'UTR reporter, inhibitor activity; inhibition, % (tested at 7.5 µM); hit rate 0.82% among 300,000; in the data active = inhibition above about 60%;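 note: H4 neuroglioblastoma cells stably carrying SNCA 5'UTR luciferase fusion; 0% = DMSO wells and 100% = positive control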
TRPC4 agonist: opens the mouse TRPC4 cation channel. HEK293 TRPC4beta/mu-opioid, Fluo4 calcium fluorescence; stronger effect = higher value. B-score at 10 µM. hit rate 0.49% among 310,000;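 active = B-score above 5 SD of library B-scores, and initial fluorescence ratio not above library mean plus 5 SD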;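 note: positive B-score marks a calcium rise read as TRPC4 activation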
Target sequence (Q9QUQ5 whole entry, looked up): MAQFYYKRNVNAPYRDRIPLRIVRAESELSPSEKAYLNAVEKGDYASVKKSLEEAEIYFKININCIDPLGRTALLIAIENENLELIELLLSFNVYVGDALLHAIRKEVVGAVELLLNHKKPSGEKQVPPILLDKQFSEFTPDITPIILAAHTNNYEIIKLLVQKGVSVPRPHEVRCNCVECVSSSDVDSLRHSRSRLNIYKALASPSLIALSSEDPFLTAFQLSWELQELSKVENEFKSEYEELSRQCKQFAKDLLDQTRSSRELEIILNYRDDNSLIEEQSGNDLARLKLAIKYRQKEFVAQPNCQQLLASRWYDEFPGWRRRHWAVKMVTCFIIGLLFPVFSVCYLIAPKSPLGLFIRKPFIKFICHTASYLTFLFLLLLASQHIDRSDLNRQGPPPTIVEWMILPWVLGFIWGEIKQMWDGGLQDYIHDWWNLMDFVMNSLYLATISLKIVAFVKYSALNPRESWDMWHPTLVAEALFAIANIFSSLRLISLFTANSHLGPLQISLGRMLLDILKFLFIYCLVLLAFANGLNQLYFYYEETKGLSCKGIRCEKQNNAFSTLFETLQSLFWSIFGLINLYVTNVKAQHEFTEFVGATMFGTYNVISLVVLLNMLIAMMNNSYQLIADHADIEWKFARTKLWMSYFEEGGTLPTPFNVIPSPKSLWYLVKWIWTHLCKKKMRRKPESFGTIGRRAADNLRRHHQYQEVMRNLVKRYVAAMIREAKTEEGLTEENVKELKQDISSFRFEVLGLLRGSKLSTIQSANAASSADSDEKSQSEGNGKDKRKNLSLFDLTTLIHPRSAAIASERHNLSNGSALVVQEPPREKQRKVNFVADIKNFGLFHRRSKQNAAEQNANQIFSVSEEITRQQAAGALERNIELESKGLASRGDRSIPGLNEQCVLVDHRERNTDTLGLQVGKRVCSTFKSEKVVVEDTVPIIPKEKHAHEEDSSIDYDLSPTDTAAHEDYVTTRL
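Material: TRPC4beta and mu-opioid receptor HEK293 stable cells | Incubation: 45 min room-temperature Fluo4 loading, 110 s read | Detection: Kinetic Fluo4 calcium fluorescence | Measure: Integrated baseline-normalised fluorescence ratio, converted to per-well B score | Benchmarks: Low control buffer alone, high control maximal DAMGO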
TRPC4 inh: blocks the mouse TRPC4 cation channel. HEK293 TRPC4beta/mu-opioid, DAMGO-evoked Fluo4 calcium flux; stronger effect = lower value. hit rate 0.39% among 300,000. Q9QUQ5. B-score at 10 µM;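 active = B-score over 3 SD under the library average, no early fluorescence shift, positive overall ratio signal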
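Test system – stable TRPC4beta/mu-opioid receptor HEK293 cells · Probe or stimulus – DAMGO, a submaximal dose followed by a maximal one · Dosing – one concentration per compound · Signal – Fluo4 calcium fluorescence by kinetic imaging, 5 s 1 Hz baseline · Evaluation – per-well B score of integrated baseline-normalized Fluo4 ratio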
HIF act: HIF pathway transcriptional activation | activation, % at 7.5 µM (by protocol) | hit rate 0.32% among 300,000 | U2OS HRE-luciferase reporter, luminescence; normalized: DMSO 0%, desferrioxamine 100%;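 active = mean activation of at least 10% of the iron chelator positive control signal, with at least half of replicates also reaching 10%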
TRPC4 PAM: TRPC4 (mouse) allosteric potentiation; Q9QUQ5; HEK293 TRPC4beta/mu-opioid, DAMGO EC20, Fluo-4 Ca2+ flux; stronger effect = higher value; B-score at 10 µM; hit rate 0.42% among 310,000;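 active = B-score of calcium response area above 5 SD of library B-scores, with initial fluorescence ratio within 5 SD of library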;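 note: B-score of integrated fluorescence ratio over time as area under calcium response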
KLF5 inh: kruppel-like factor 5 inhibition | DLD-1 KLF5 promoter-luciferase reporter, luminescence | inhibition, % at 5 µM | hit rate 0.23% among 290,000 | AID 1700;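 active = inhibition above a per-plate limit of that plate's mean compound inhibition plus 3 SD, cut at about 60% in these data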;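 note: 0% = DMSO wells and 100% = LY294002 at 200 µM; higher means less KLF5 promoter-driven luciferase light; inactives centre near -14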
An asterisk follows results filed as active; i = inactive; / = not tested or not shown. Random draw from the library. About 5.8% of those tested had a hit in this group.

item	SMILES	SKKanGAS inh	TRPC6 activator	TRPC6 inhibitor	IEC-6 tox	MrgX1 antagonist	aSyn 5UTR inh	TRPC4 agonist	TRPC4 inh	HIF act	TRPC4 PAM	KLF5 inh
1	COc1ccc(C(c2nnnn2C(C)C)N2CCN(C(=O)c3ccco3)CC2)cc1 (stereo not drawn)	-1	i	i	3	i	16	i	i	-0.2	i	-3
2	Cc1[nH]nc(N)c1-c1ccc(Cl)cc1	8	i	i	-8	i	17	i	i	-0.6	i	-44
3	CCN(C(=O)Cn1cnc2cc([N+](=O)[O-])ccc2c1=O)C1CCS(=O)(=O)C1 (stereo not drawn)	-2	i	i	-2	i	4	i	i	-0.7	i	-14
4	CC(/C=C/c1ccco1)=N/NC(=O)c1ccc(C)nc1	1	i	i	-3	i	2	i	i	0.1	i	-21
5	CSCCC(NC(=O)C1CCC(C)CC1)C(=O)NCCN1CCC(C)CC1 (stereo not drawn)	3	i	i	-1	i	3	i	i	-0.5	i	15
6	Cc1ccccc1N=C(NO)c1cccnc1	-10	i	i	-2	i	-17	i	i	1.2	i	-19
7	Cc1cc(C)c(S(=O)(=O)c2ccccc2)c(Cl)n1	0	i	i	5	i	-30	i	i	-0.4	i	10
8	Cc1ccc(O)c(-c2cc(C(=O)NCc3ccccc3)[nH]n2)c1	-19	i	i	-7	i	-148	i	i	1.6	i	-49
9	O=C(CSC1CC(=O)N(CCc2ccccc2)C1=O)Nc1ccc(Cl)cc1 (stereo not drawn)	2	i	i	5	i	-9	i	i	0.0	i	-2
10	CCc1c(C(=O)NCc2cnn(C)c2)csc1C	0	i	i	-5	i	1	i	/	0.0	i	11

Continuation.
item	SMILES	SKKanGAS inh	TRPC6 activator	TRPC6 inhibitor	IEC-6 tox	MrgX1 antagonist	aSyn 5UTR inh	TRPC4 agonist	TRPC4 inh	HIF act	TRPC4 PAM	KLF5 inh
11	Cc1ccc(S(=O)(=O)N2CCN(c3ccccn3)CC2)cc1	-3	i	i	-1	i	0	i	i	48*	i	-17
12	CCNCC(O)COCC(O)CNCC (stereo not drawn)	12	i	i	-3	i	-24	i	i	-0.2	i	-38
13	COc1ccc(C(=O)N/N=C(/C)c2ccc(N3CCCCC3)cc2)cc1	3	i	i	3	i	-68	i	i	3.6	i	-52
14	COC(=O)Cc1ccc(NC(=O)c2ccc3c(c2)C(=O)N(Cc2ccco2)C3=O)cc1	-2	i	i	-1	i	-1	i	i	0.2	i	18
15	CCCCCn1c(N)c(C#N)c2nc3ccccc3nc21	5	i	i	2	i	43	i	i	2.1	i	-7
16	CC1Cc2ccccc2N1Cc1cc(=O)c(OCC(=O)NCCc2ccccc2)co1 (stereo not drawn)	2	i	i	/	i	18	i	i	-0.5	i	/
17	COc1cccc(NC(=O)NC(=O)c2c(C)cc(Cl)nc2Cl)c1	-3	i	i	-2	i	35	i	i	-0.7	i	-12
18	CC(OC(=O)CCC(=O)N1CCN(S(=O)(=O)c2ccc3ccccc3c2)CC1)C(=O)NC(N)=O (stereo not drawn)	-2	i	i	-4	i	13	i	i	0.1	i	-24
19	COc1ccc(-c2nnc(S/C(=C/c3ccc(Cl)cc3)C(=O)O)o2)cc1	-15	i	i	-2	i	16	i	i	-0.2	i	-46
20	COc1ccc(S(=O)(=O)NCCc2csc(-c3cccnc3)n2)cc1	1	i	i	-5	i	-18	i	i	-0.2	i	-40

(listing goes on)
item	SMILES	SKKanGAS inh	TRPC6 activator	TRPC6 inhibitor	IEC-6 tox	MrgX1 antagonist	aSyn 5UTR inh	TRPC4 agonist	TRPC4 inh	HIF act	TRPC4 PAM	KLF5 inh
21	CCN1c2ccccc2-c2nc3ccccc3n2C1c1ccncc1 (stereo not drawn)	9	i	i	6	i	-36	i	i	-0.5	i	8
22	Cc1ccc(-c2nnn(CC(=O)N(c3cccc(O)c3)C(C(=O)NC(C)(C)C)c3cccs3)n2)o1 (stereo not drawn)	12	i	i	4	i	0	i	i	-0.2	i	-15
23	COc1ccc(NC(=S)N2CCCC2)cc1	3	i	i	6	i	-11	i	i	1.6	i	2
24	Cc1cc(=O)c2n(Cc3ccc(Cl)cc3)nc[n+]2[nH]1	-1	i	i	-1	i	-17	i	i	0.0	i	-33
25	Cc1cc(S(=O)(=O)N2CCCC2)ccc1OCC(=O)NC1CCCC1	-9	i	i	7	i	-18	i	i	-0.1	i	-30
26	Cc1ccc2[nH]c(=O)c3cc(C(=O)N(C)C4CCCCC4)sc3c2c1	4	i	i	0	i	-30	i	i	0.6	i	-2
27	COc1ccc(/C=N/Nc2nc(-c3cccc(S(=O)(=O)N4CCCC4)c3)cs2)cc1OC	32	i	i	-6	i	0	i	i	0.0	i	2
28	CC(=O)c1ccc(NC(=O)Cn2nc(C)cc2C)cc1	-1	i	i	0	i	-7	i	i	-0.7	i	-12
29	CC(CN(C)Cc1ccccc1)OC(=O)c1ccc2c(c1)OCCO2 (stereo not drawn)	6	i	i	2	i	-23	i	i	1.0	i	-24
30	Cc1cc(C)c(NC(=O)c2sc3nc(C)[nH]c(=O)c3c2C)c(C)c1	-2	i	i	-2	i	5	i	i	-0.5	i	-17

(next part)
item	SMILES	SKKanGAS inh	TRPC6 activator	TRPC6 inhibitor	IEC-6 tox	MrgX1 antagonist	aSyn 5UTR inh	TRPC4 agonist	TRPC4 inh	HIF act	TRPC4 PAM	KLF5 inh
31	O=C(CNc1ccccc1)c1ccc([N+](=O)[O-])cc1	-1	i	i	-9	i	-28	i	i	0.4	i	-17
32	CC(C)(C)C(=O)Nc1cccc(-c2cc(-c3c(Cl)cccc3Cl)no2)c1	14	i	i	-3	i	2	i	i	0.1	i	-23
33	COCCn1c(SCC(=O)N2CCCc3ccccc32)nc2cccnc21	8	i	i	-5	i	-2	i	i	0.1	i	-4
34	CC(C)COC(=O)CCNc1n[nH]c(=O)[nH]c1=O	-6	i	i	0	i	-6	i	i	-0.2	i	-15
35	COc1ccc(N(CC(=O)Nc2ccccc2C(=O)NCCc2ccccc2)S(C)(=O)=O)cc1OC	-4	i	i	1	i	/	i	i	/	i	-2
36	Nc1nonc1-n1nnc(C(=O)N/N=C/c2ccncc2)c1CSc1ccccc1	-5	i	i	-2	i	-5	i	i	-0.2	i	1
37	CC1CCCN(S(=O)(=O)c2ccc(NC(=O)CNC3CCCC3)cc2)C1 (stereo not drawn)	-1	i	-6.7*	3	i	1	i	i	-0.2	i	-7
38	O=C(Cc1ccccc1[N+](=O)[O-])OCN1C(=O)c2ccccc2C1=O	0	i	i	-7	i	3	i	i	-0.5	i	-9
39	CCCCN(CC(=O)NCc1ccc(Cl)cc1)S(=O)(=O)c1ccc2c(c1)OCCO2	-1	i	i	1	i	-2	i	i	0.3	i	-16
40	Cc1ccc(S(=O)(=O)N2CCCC2C(=O)O)s1 (stereo not drawn)	-3	i	i	0	i	0	i	i	0.4	i	-24

Going on with the list.
item	SMILES	SKKanGAS inh	TRPC6 activator	TRPC6 inhibitor	IEC-6 tox	MrgX1 antagonist	aSyn 5UTR inh	TRPC4 agonist	TRPC4 inh	HIF act	TRPC4 PAM	KLF5 inh
41	COC(=O)c1ccc(NC(=O)c2cc(-c3ccccn3)nc3ccccc23)cc1	-2	i	i	4	i	18	i	i	0.2	i	-8
42	COc1cc2cc(C(=O)NCCc3ccccc3)[nH]c2cc1OC	-6	i	i	1	i	-34	i	i	0.5	i	-16
43	COc1ccc(N2C(N)=C(C#N)C(c3cccnc3)C3=C2CC(C)(C)CC3=O)cc1 (stereo not drawn)	10	i	i	-4	i	-15	i	i	-0.7	i	-16
44	COc1ccc(NC(=O)CN2CCC(C(N)=O)CC2)cc1	9	i	i	-4	i	-2	i	i	0.4	i	27
45	CCN1CCN(Cc2ccc(NC(=O)c3cc(NC(=O)c4ccc5n[nH]nc5c4)cc(OC)c3)cc2C(F)(F)F)CC1	-2	i	i	/	i	22	i	i	0.5	i	/
46	CCC1C(=O)NCCN1C(=O)c1ccc2nc(Cc3ccc(OC)cc3)oc2c1 (stereo not drawn)	-3	i	i	3	i	-2	i	i	0.3	i	6
47	O=C(NCCC1=CCCCC1)c1cc(S(=O)(=O)N2CCOCC2)c(Cl)cc1Cl	19	i	i	/	i	2	i	i	-0.4	i	/
48	CC(=O)OCCCNc1cc(Sc2ccc(C)cc2)c2nonc2c1[N+](=O)[O-]	-6	i	i	-2	i	20	i	i	9.9*	i	7
49	NS(=O)(=O)c1ccc(NS(=O)(=O)c2ccc(Br)cc2)cc1	-1	i	i	-1	i	-10	i	i	-0.2	i	7
50	CN(C)c1ccc(N=C/C=C2\N(C)c3ccccc3C2(C)C)cc1	1	i	-6.6*	3	i	-114	i	i	0.7	i	-116

(further entries)
item	SMILES	SKKanGAS inh	TRPC6 activator	TRPC6 inhibitor	IEC-6 tox	MrgX1 antagonist	aSyn 5UTR inh	TRPC4 agonist	TRPC4 inh	HIF act	TRPC4 PAM	KLF5 inh
51	CC(OC(=O)c1cn(-c2ccccc2)nc1-c1cccnc1)C(N)=O (stereo not drawn)	6	i	i	1	i	8	i	i	0.1	i	-33
52	OCCNc1ncnc2c1sc1nc(N3CCOCC3)c3c(c12)CCC3	-4	i	i	4	i	41	i	i	0.0	i	-24
53	CC(C)c1nnc(NC(=O)CCS(=O)(=O)Cc2ccccc2)s1	-4	i	i	2	i	-18	i	i	0.6	i	-3
54	O=C(NCCCN1CCCCCC1)c1ccc2c(Cl)c3c(nc2c1)CCCC3	-2	i	i	2	i	-25	i	i	0.3	i	-31
55	CC(=O)Nc1c(O)nc(SCC(=O)Nc2c(C)cccc2C)[nH]c1=O	2	i	i	5	i	2	i	i	0.1	i	-8
56	CC(C)(C)c1cc(NC(=O)COC(=O)C2CC2)n(-c2ccccc2)n1	1	i	i	1	i	3	i	i	0.0	i	-32
57	Cc1cc(C(=O)N2CCCC(CO)(Cc3ccc(F)cc3)C2)c(C)o1 (stereo not drawn)	0	i	i	1	i	-19	i	i	0.3	i	13
58	COc1ccccc1CC(=O)N1CCN(S(=O)(=O)c2ccccc2)CC1	-10	i	i	7	i	7	i	i	-0.3	20*	-3
59	O=C(c1cc2c(=O)n3ccccc3nc2s1)N1CCc2ccccc2C1	-10	i	i	4	i	-20	i	i	0.6	i	-48
60	CCOc1ccc2nc(NC(=O)C34CC5CC(CC(NC(C)=O)(C5)C3)C4)sc2c1	1	i	i	0	i	-132	i	i	2.4	i	-111
61	Cc1c(C(=O)N2CCOCC2)[nH]c2ccc(OCc3ccccc3)cc12	1	i	i	0	i	0	i	i	0.2	i	-8
62	O=C(Nc1ccccc1)C1CCN(C(=O)c2ccccc2)CC1	24	i	i	-8	i	8	i	i	-0.1	i	-21
